RTF Ca sens act – cardiac RTF calcium sensitivity activators, primary screen, biochemical, IANBD-TnC fluorescence, EC20 calcium; IANBD-labeled TnC RTF fluorescence at EC20 calcium; 0% EC20 calcium, 100% full calcium; activation, % at 7.2 µM; actives 0.24% (n = 340,000); AID 493008, 2010;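 active = activation above the mean over all tested compounds plus 3 SD, cut at about 30% in these data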;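 note: rise in fluorescence read as greater calcium sensitivity of cardiac thin filaments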
Rtt109 Vps75 – inhibitors of C. albicans Rtt109/Vps75 HAT, primary screen, biochemical, ThioGlo CoA-SH fluorescence, plate reader; purified Rtt109/Vps75, 4 h; inhibition, % at 34.9 µM; Histone acetyltransferase RTT109 (Candida albicans (strain SC5314 / ATCC MYA-2876)), …; actives 0.16% (n = 330,000);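 active = inhibition of at least 50% in every replicate; inconclusive = best replicate reaches 50% inhibition but some replicates fall short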
Target sequence (Q5AAJ8 whole entry, looked up): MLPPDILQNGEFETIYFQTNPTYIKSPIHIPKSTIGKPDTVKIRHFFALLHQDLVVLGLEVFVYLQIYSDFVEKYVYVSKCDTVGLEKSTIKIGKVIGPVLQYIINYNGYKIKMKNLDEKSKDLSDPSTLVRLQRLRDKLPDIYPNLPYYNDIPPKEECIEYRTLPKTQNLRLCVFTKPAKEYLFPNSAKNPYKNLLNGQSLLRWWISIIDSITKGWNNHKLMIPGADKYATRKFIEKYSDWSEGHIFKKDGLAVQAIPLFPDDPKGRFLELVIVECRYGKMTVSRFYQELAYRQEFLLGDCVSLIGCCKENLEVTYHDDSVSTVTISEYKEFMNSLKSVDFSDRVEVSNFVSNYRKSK
dFosB activator – activators of delta FosB homodimer, primary screen, biochemical, fluorescence polarization, TAMRA-CDK5 oligo, single point. Protein FosB (Mus musculus), P13346. purified delta FosB; percent of positive-control signal above neutral wells. activation, % at 25 µM. actives 0.99% (n = 340,000). AID 493131, 2011;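 active = mean activation above about 17%, with every replicate also reaching it, limit read from the data, passing the limit was not always enough; inconclusive = only one of the two conditions met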;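 note: fluorescence polarization rise as delta FosB binds a TAMRA Cdk5 AP-1 oligo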
Target sequence (P13346 whole entry, looked up): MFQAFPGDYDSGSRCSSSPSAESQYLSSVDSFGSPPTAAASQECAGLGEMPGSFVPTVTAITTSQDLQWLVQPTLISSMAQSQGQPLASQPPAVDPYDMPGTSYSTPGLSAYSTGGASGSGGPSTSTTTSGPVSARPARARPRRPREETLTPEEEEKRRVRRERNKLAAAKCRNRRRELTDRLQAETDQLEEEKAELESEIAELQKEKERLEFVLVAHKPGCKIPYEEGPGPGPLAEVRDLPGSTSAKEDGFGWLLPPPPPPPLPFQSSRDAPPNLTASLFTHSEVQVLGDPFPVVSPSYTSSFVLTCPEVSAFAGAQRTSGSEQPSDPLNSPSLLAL
CAL PDZ FP-1 – CAL PDZ peptide-binding inhibitors, primary screen, biochemical, fluorescence polarization, Cer-tagged CAL PDZ, HTS. purified CAL PDZ, TMR-peptide fluorescence polarization, 1 h. inhibition, % at 20 µM. actives 0.02% (n = 330,000). AID 504414, 2011. Golgi-associated PDZ and coiled-coil motif-containing protein (Homo sapiens), Q9HD26;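 active = highest replicate inhibition of at least 40%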;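 note: plate controls were DMSO neutral control wells for no effect and unlabeled competitor peptide control wells for full effect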
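System: tagged CAL PDZ domain. Schedule: 1 h room-temperature incubation prior to read. Signal: fluorescence polarization (mP). Measure: percent inhibition from loss of millipolarization.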
CAL PDZ FP-2 – untagged CAL PDZ binding inhibitors, primary screen, biochemical, fluorescence polarization, HTS; actives 0.92% (n = 300,000); AID 602252, 2012; inhibition, % at 24.9 µM; Golgi-associated PDZ and coiled-coil motif-containing protein (Homo sapiens), Q9HD26; purified CAL PDZ, TMR-peptide fluorescence polarization, 1 h;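 active = mean inhibition of at least 30% with at least half of replicates also reaching 30%; inconclusive = no clear call, values can overlap the other calls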;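 note: 0% = DMSO neutral control and 100% = excess unlabeled competitor peptide PRC23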
Wnt act – Wnt/beta-catenin pathway activators, primary screen, cell-based, plate reader, single point; Wnt/beta-catenin reporter cell assay, activator; activation, % at 9.35 µM; actives 1.2% (n = 300,000); AID 743398, 2014; in the data active = activation above about 30%, passing the limit was not always enough; inconclusive = no clear call, values can overlap the other calls;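 note: 0% = neutral control wells and 100% = positive control wells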
V-ATPase pHluor – regulators of yeast V-ATPase proton pumping, primary screen, pHLuorin cytosolic pH fluorescence. S. cerevisiae. response, % at 10 µM. actives 0.37% (n = 350,000). AID 504577, 2011; in the data active = response mostly above about 7.3%, no sharp cut-off; inactive = mostly below about 5.4%; note: actives read high; inactives centre near 0; some compounds called inactive have numbers as strong as hits; reference of the scale not given here
Tat transport – E. coli Tat export inhibitors, primary screen, MC4100, TorA-mCherry reporter, fluorescence, single point; inhibition, % at 10 µM; actives 0.036% (n = 340,000);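 active = mean replicate inhibition at least 50% and at least half of replicates individually reaching 50%; inconclusive = only one of the two criteria met; inactive = neither criterion met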;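 note: exported cargo escapes ClpAP degradation while cytoplasmic cargo is degraded and loses fluorescence; 0% = median of neutral control wells and 100% = median of NaSCN control wells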
MITF act – activators of MITF-driven TRPM1 promoter reporter, primary screen, cell-based, SK-MEL-5, luciferase, single point; SK-MEL-5 TRPM1-promoter luciferase, 24 h; % of positive control, neutral wells = 0; actives 0.75% (n = 300,000); AID 588334, 2011; activation, % at 12.5 µM;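 active = mean activation of at least 80% with every replicate also reaching 80%; inconclusive = mean reaches 80% but some replicate falls short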;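 note: 0% = neutral control wells and 100% = parthenolide positive control wells; values of inactives mirror those of a sister screen read the other way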
CDK5 inh – inhibitors of human CDK5/p35 kinase, primary screen, biochemical, single concentration; Cyclin-dependent kinase 5 (Homo sapiens) + Cyclin-dependent kinase 5 activator 1 (Homo …; Recombinant CDK5/p35, ADP-Glo luminescence, 60 min; inhibition, % at 10 µM; actives 0.01% (n = 330,000);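 active = highest replicate inhibition of at least 50% and at least 75% of replicates reaching 50%; inconclusive = only one of the two criteria met; inactive = both criteria failed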;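 note: plate controls were DMSO neutral control for no effect and GW8510 at 10 µM for full effect; many of its hits are not listed in these tables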
* hit, by the source's call; ? = inconclusive; · = no result given.

RTF Ca sens act	Rtt109 Vps75	dFosB activator	CAL PDZ FP-1	CAL PDZ FP-2	Wnt act	V-ATPase pHluor	Tat transport	MITF act	CDK5 inh	SMILES
6	-8	1	-1.4	·	18	-2	-1	46	0.5	COc1ccc(-c2noc(-c3ccc(Br)o3)n2)cc1
4	-16	40*	-3.0	·	1	1	0	-47	0.3	CC(=O)c1ccc(N2CCN(C(=O)/C=C/c3ccc4ccccc4n3)CC2)cc1
1	-12	-8	0.9	0	-8	0	-3	11	-0.1	O=C(NCc1cccc(OC(F)(F)F)c1)c1cccc2c1C(=O)c1ccc(-c3ccc(F)cc3OCc3ccccc3)cc1S2(=O)=O
0	-4	1	-2.0	0	-4	0	-4	-10	0.4	O=C(COc1ccc(Cl)cc1)NCc1nnc(SCC(=O)N2CCCC2)o1
16	-6	-2	0.0	-2	1	-2	11	·	0.8	CCOc1cc(N2CCOCC2)c(OCC)cc1NC(=O)CCS(=O)(=O)c1ccc(Cl)cc1
0	-6	-3	-2.2	-1	·	-3	2	10	-0.3	Cc1occc1-c1nnc(SCC(=O)N2CCOCC2)n1CCc1ccccc1
-1	-4	0	-0.9	-11	-1	-4	-5	-13	0.5	CCCc1cc(=O)[nH]c(SCC(=O)c2cc(C)n(CC(F)(F)F)c2C)n1
-1	-2	-1	-0.4	-2	·	-1	7	7	-2.8	Cc1ccc(-n2c(SCc3ccc([N+](=O)[O-])cc3)nc3ccccc3c2=O)cc1
10	-5	-12	-2.7	-4	·	-6	0	72	0.4	O=Cc1cn(-c2ccccc2)nc1-c1ccc2c(c1)OCCO2
10	-3	-4	0.0	-1	2	0	-5	-1	1.3	Fc1ccccc1COc1ccccc1CNCc1ccncc1
7	-1	-10	-2.8	2	67*	1	-5	·	-1.0	O=C(CN1C(=O)NC2(CCCCCC2)C1=O)c1ccc2c(c1)OCCO2
-2	4	-1	-4.2	5	0	3	-6	10	0.0	O=c1[nH]c(=O)n(Cc2ccc(Oc3ccccc3)cc2)cc1Br
-3	3	4	-1.0	·	1	3	-6	-6	-2.1	O=C(CN1CCN(C(=O)CNC(=O)c2ccc3c(c2)OCO3)CC1)Nc1cccc(F)c1
1	9	-10	-0.4	-2	0	-1	-8	·	-0.5	Cc1ccc(C)c(C(=O)CCC(=O)Nc2ccc(F)cc2)c1
·	-6	5	0.0	9	-1	0	-2	-1	2.6	COCCn1c(-c2ccccc2)csc1=Nc1cccnc1
0	-1	-9	-1.3	·	?	-1	9	6	-1.6	Cc1ccccc1OCC(=O)OCC(=O)NCCc1ccccc1
14	-1	-9	-0.8	1	-3	0	-1	4	0.0	CC(C)(C)Nc1nc(Oc2ccc(=O)[nH]n2)nc(N2CCOCC2)n1
-1	-1	-8	-2.2	2	·	6	-5	-8	-0.2	O=C(NCc1ccco1)C(c1ccccc1)N(C(=O)Cc1cccs1)c1ccccc1 (stereo unspecified)
2	2	0	-0.2	·	11	4	8	12	0.9	O=C1c2ccccc2C(=O)N1CC(O)COc1ccc(Br)cc1 (stereo unspecified)
3	-1	-1	-2.7	-4	-1	0	1	3	-2.9	O=C(NN=C1CCCCCC1)c1ccncc1
0	-7	5	-0.4	-2	3	0	-1	27	-0.5	Cc1cc(C(=O)CS(=O)(=O)c2ccc(F)cc2)cc(C)c1O
2	11	-1	-2.1	0	-7	-3	8	25	-1.8	Cc1ccc(-c2nn(-c3ccccc3)cc2C(=O)N2CCOCC2)cc1
1	-6	-12	-2.8	-2	·	4	3	91*	-1.6	CN(C)c1ccnc2sc3c(SCc4ccc(Cl)cc4)ncnc3c12
8	2	-7	0.8	2	-1	-4	-4	78	-1.4	Cc1ccc(-c2csc(/C(C#N)=C(\O)CCl)n2)cc1
5	-1	0	-0.2	-3	-1	0	0	-5	-0.1	CCOC(=O)C(NC(=O)NCc1ccc(OC)cc1)(OCC)C(F)(F)F (stereo unspecified)
-3	4	21*	-1.6	·	-1	1	7	13	0.6	CCCn1nc(C(=O)Nc2cc(S(=O)(=O)Nc3ccc(OC)cc3)ccc2O)c2ccccc2c1=O
2	15	-7	-1.9	4	0	2	-3	2	0.7	COC(=O)Cn1cc(/C=C(/C#N)C(=O)N2CCOCC2)c2ccccc21
-2	7	10	-0.1	-2	0	-1	-4	·	-0.5	CC1=C(C)CC(C(=O)NCc2ccccn2)C(C(=O)O)C1 (stereo unspecified)
-5	3	-2	-1.4	-1	·	1	1	9	-0.8	CC1(C)CC(=O)c2sc(NC(=O)c3cccs3)nc2C1
2	9	0	-0.8	-7	0	-4	-6	4	0.8	Oc1ccc(-c2[nH]ncc2-c2cnn(-c3ccccc3)c2)c(O)c1
0	-12	2	-1.8	-15	2	0	4	·	0.7	COc1cccc(NC(=O)Nc2nnc(Cc3ccccc3F)s2)c1
-3	-4	6	-0.2	-2	-1	4	8	·	1.1	O=C(NN1C(=O)C2C3C=CC(C4CC34)C2C1=O)c1ccc(Cl)cc1 (stereo unspecified)
4	-3	-7	-0.8	2	-2	7	-1	-6	1.7	Cc1ccc2cccc(OCCOCCOc3ccccc3Br)c2n1
2	-6	-5	-0.4	0	1	3	0	·	-0.2	Cn1c(Cn2cnc3ccccc32)nnc1SCC(=O)CC(=O)Nc1ccccc1
-4	4	-6	-3.0	-4	5	0	-4	-4	-1.0	O=C(Nc1cccc(S(=O)(=O)N2CCCCC2)c1)c1cccs1
1	-5	-6	-1.5	-3	0	2	7	-5	0.6	Cc1ccc(-c2nn(C)c(=O)c3ccccc23)cc1CN1CCOCC1
-1	13	-9	-1.4	1	-5	6	-9	-4	-2.2	CC(=O)Nc1cccc(C(=O)OCc2csc(CC(=O)Nc3ccccc3C)n2)c1
6	4	-4	-2.8	-4	·	2	-5	6	1.2	O=C(CSc1nncn1-c1ccccn1)Nc1cccc(Cl)c1
-1	16	-1	-1.9	-2	·	5	-12	-7	-0.9	Cn1c(=O)n(C)c2cc([N+](=O)[O-])c(N3CCN(S(C)(=O)=O)CC3)cc21
2	-30	1	-0.5	-20	·	-2	3	2	-0.1	CCN1CCN(Cc2c(O)ccc3c(=O)c(-c4ccc(OC)c(OC)c4)c(C(F)(F)F)oc23)CC1
-8	-9	-8	-3.0	-3	5	8	7	-7	1.1	CCCOC(=O)Oc1ccc2c(=O)c(Oc3cc(C)cc(C)c3)coc2c1
-2	10	-2	-1.9	-5	-3	0	-1	-11	-8.3	CSc1nnc2c(n1)OC(c1ccccn1)N(C(C)=O)c1ccccc1-2 (stereo unspecified)
0	-10	-5	-3.2	-3	·	-4	5	2	1.0	CCOC(=O)CCCNC(=O)COC(=O)c1ccc(O)cc1
6	-1	-3	-0.7	-6	·	-2	-5	6	-0.2	O=C(O)c1ccc(N2CCCCCC2)c(N2C(=O)c3ccccc3C2=O)c1
4	6	-3	-3.5	-2	0	0	4	-9	-1.6	CCOc1ccc(N2CC(C(=O)Nc3cccc(S(=O)(=O)N4CCCCC4)c3)CC2=O)cc1 (stereo unspecified)
2	-380	1	-0.9	-1	0	-3	-2	6	-0.3	CCc1cc(=O)oc2cc(OC(=O)CN3C(=O)NC4(CCCC4)C3=O)ccc12
0	4	3	-0.1	-4	·	2	-8	·	0.1	CCc1nnc(NC(=O)CSc2nnc(CNc3ccc(Cl)cc3)o2)s1
6	7	-13	-0.5	56*	-6	-2	-3	13	0.3	CN(C)S(=O)(=O)c1cccc(COc2ncnc3c(Cl)cc(Cl)cc23)c1
1	-5	-9	-1.4	0	-8	0	2	2	-0.2	CN(C)c1nnnn1-c1cccc(Oc2ncc(C(F)(F)F)cc2Cl)c1
-5	6	-7	-0.5	·	·	-3	-4	-8	4.3	COc1cccc(-c2noc(N)c2C#N)c1
-4	-1	-10	-3.1	-2	1	2	-8	7	1.9	Cc1ccccc1C(=O)N1N=C(c2ccc(NS(C)(=O)=O)cc2)CC1c1cccs1 (stereo unspecified)
-5	-8	-3	-1.3	-1	18	2	7	25	-1.1	O=C(/C=C/c1ccco1)NCCc1ccc(F)cc1
10	-1	-2	0.0	-1	·	2	1	4	-6.7	CCn1c(-c2nn(C)cc2Cl)n[nH]c1=S
5	·	-1	-2.4	0	1	-81	6	6	4.8	O=C(c1cccs1)N1CCCC(c2nc3c(nnn3Cc3ccc(F)cc3)c(=O)[nH]2)C1 (stereo unspecified)
-4	5	2	-0.4	-5	0	2	-2	4	0.7	O=C(Nc1ccnn1C1CCN(Cc2cc(Cl)ccc2O)CC1)c1cccnc1
-2	10	-19	-3.6	·	0	3	6	·	1.4	COc1ccc(OCc2nnc3n2N=C(c2ccc(OC)cc2)CS3)cc1
-7	9	-4	-2.0	2	14	1	7	·	-0.1	O=C(Nc1ccc(N2CCCCC2)c(Cl)c1)c1ccc2c(c1)OCCO2
3	-9	-2	1.6	-3	-1	-3	2	-2	0.5	O=C(COC(=O)c1ccc(S(=O)(=O)N2CCCCC2)cc1)NCc1ccco1
3	-7	-13	-2.2	·	·	-3	1	-12	-2.6	Cc1ccc(-c2csc(=S)n2CC(=O)OCC(=O)NC(C)C(C)C)cc1 (stereo unspecified)
9	-15	0	-0.4	-4	·	2	0	·	-0.2	Cc1noc(C)c1CSCC(=O)OCC(=O)N1CC(=O)Nc2ccccc21

(listing goes on)
RTF Ca sens act	Rtt109 Vps75	dFosB activator	CAL PDZ FP-1	CAL PDZ FP-2	Wnt act	V-ATPase pHluor	Tat transport	MITF act	CDK5 inh	SMILES
4	5	2	-0.3	-1	-3	0	-2	1	-0.7	CCOC(=O)C1=NOC2COC3(CCN(c4ncccn4)CC3)OCC12 (stereo unspecified)
-2	-10	-4	0.5	-7	3	9	0	-5	-6.7	COc1ccccc1C(=O)NCCC(=O)Nc1ccc(S(=O)(=O)Nc2ncccn2)cc1
-3	-3	-3	-1.0	·	·	3	-2	0	-2.8	O=C(Cn1c(C(F)(F)F)nc2ccccc21)c1ccc(Cl)cc1
-6	-11	2	1.7	-2	0	1	0	-3	-0.3	CCCN(Cc1ccccc1)C(=S)Nc1cccc(C)c1C
3	3	-1	-0.7	-3	-3	-1	-6	·	0.4	O=c1c2ccccc2nc2n1-c1ccccc1CCC2
11	-8	4	-1.0	·	2	2	13	29	-3.1	Cc1cccc(NC(=O)CSc2nnc(NC(=O)c3ccco3)s2)c1

Screening results: PubChem, several laboratories
